Compound activity from PubChem.
FUS suppressor = suppressors of FUS proteinopathy in yeast; 390,000 compounds, 0.24% hits; Potency, µM (titrated, usually from 76.6 µM), inactives show top-dose growth rescue (activation), usual class: activators; S. cerevisiae FUS-expressing, growth rescue, OD600, 24 h; active = well fitted activation curve with a large enough effect; inconclusive = small, poorly fitted or top-dose-only effect; inactive = no such curve, though single readings can be large or run the other way;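 also: plate controls were DMSO vehicle for no effect and reference control for full effect; nearly all actives have a fitted effect of over 55% in size; some results filed as inactive show a strong effect at the top dose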
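FUS-expressing yeast, raffinose-pregrown, induced in 2% galactose minimal medium at OD 0.005; compounds in a dilution series, 24hr at 30C. Growth restoration read as absorbance at 600 nm. CP55940 positive control, DMSO negative.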
* = called active by the depositor. Potency is read from the fitted curve at half-maximal effect.

`Cc1ccccc1CNC(=O)c1cccc2c1C(=O)N(Cc1cccnc1)C2` gave FUS suppressor 21%.
Screening c1ccc(Cn2ccc3ccc(-c4ccc5ccn(Cc6cccc(-c7cccs7)c6)c5c4)cc32)cc1 returned FUS suppressor 20%.
`O=C(Nc1nnc(-c2cccnc2)s1)c1cnc2ccccc2c1` gave FUS suppressor 21%.
For CCOC(=O)[C@@]12CN(C(=O)OC(C)(C)C)CC=C1N(Cc1ccc(OC)cc1)C(=O)[C@H]2CC(=O)NCc1ccc(C)o1 the results were FUS suppressor inconclusive.
CC1CCN(C(=O)C2CCCN(C(=O)c3ccc4c(c3)NC(=O)CS4)C2)CC1 (stereo not drawn) was read as FUS suppressor 1%.
COC(=O)c1cc(S(=O)(=O)N2CCN(C(=O)C3CCCO3)CC2)cn1C (stereo not drawn) was read as FUS suppressor 7%.
Screening O=C(NCc1ccc(Cl)c(Cl)c1)O[C@H]1CC[C@@]23CCCN2C(=O)CCC[C@H]3C1 returned FUS suppressor 17%.
`COCC#Cc1ccc(CC[C@H]2O[C@H]3CC[C@@H](CO)O[C@H]3C[C@H]2n2cc(C(C)(C)O)nn2)cc1` gave FUS suppressor 24%.
O=C(NCc1c(F)cccc1F)C1C2C=CC3(CN(Cc4ccccc4)C(=O)C13)O2 (stereo not drawn) was read as FUS suppressor -6%.
C#CCNC(=O)C[C@@H]1C(=O)N(CC=C)/C2=C/CCCCC[C@]21C(=O)OCC was read as FUS suppressor 11%.
O=S1(=O)CC2c3ccc(F)cc3CN2CN1Cc1ccccc1 (stereo not drawn) was read as FUS suppressor 17%.
Screening Cc1ccc(C(=O)n2ccc3ccc(-c4ccc5ccn(Cc6ccc(C#N)cc6)c5c4)cc32)cc1 returned FUS suppressor inconclusive.
O=C(CCCCCN1C(=O)C2C3C=CC(C3)C2C1=O)Nc1ccc2ncccc2c1 (stereo not drawn) was read as FUS suppressor 11%.
Screening COCC(=O)N1CCC(C(=O)NC2CCCc3ccccc32)CC1 (stereo not drawn) returned FUS suppressor 10%.
For CC(=O)N[C@@H]1C[C@@H]2O[C@H](CO)CC[C@@H]2O[C@@H]1CCc1ccc(-c2ccc(F)cc2)cc1 the results were FUS suppressor 1%.
Cc1cc(C)cc(NC(=O)NCCCN2CCN(c3ccc(F)cc3)CC2)c1 was read as FUS suppressor 7%.
`C=CS(=O)(=O)N(Cc1ccc(F)cc1)C(=C)C(=O)OC` gave FUS suppressor 0%.
`Cc1cccc(NC(=O)CCS(=O)(=O)c2ccccc2)c1C` gave FUS suppressor -13%.
For c1nc(NCC2CCOC2)c2cc(-c3ccc4c(c3)OCO4)ccc2n1 (stereo not drawn) the results were FUS suppressor -8%.
Screening COC[C@H]1CCCN1c1cccc2c1S(=O)(=O)N(C1CC1)CCCO2 returned FUS suppressor -20%.
For Cc1ccc(N2CCN(/N=C\c3cccnc3)CC2)cc1 the results were FUS suppressor 26%.
Screening CC(C)CC(CCOCCO)NC(=O)OCc1ccccc1[N+](=O)[O-] (stereo not drawn) returned FUS suppressor -3%.
For COC(=O)[C@H](C(C)C)N1CCc2nnn(Cc3ccccc3)c2-c2cc(F)ccc2S1(=O)=O the results were FUS suppressor 24%.
O=C(Nc1ccc(F)c(C(F)(F)F)c1)Nc1nnc(-c2ccncc2)s1 was read as FUS suppressor 8%.
Screening CCC(NC(=O)CCCN1C(=O)COc2ccc(C)cc21)c1ccccc1 (stereo not drawn) returned FUS suppressor 15%.
O=C(CCn1nnc2ccccc21)N1CCN(c2ccc(F)cc2)CC1 was read as FUS suppressor -2%.
For Cc1ccc(-c2cc(-c3nnc(SCC(=O)NC4CCCCC4)n3N)[nH]n2)cc1 the results were FUS suppressor -1%.
Screening CC(C)CNS(=O)(=O)/C=C/c1cc2c(cc1CNC(=O)OC(C)(C)C)OCO2 returned FUS suppressor -5%.
For O=C(CSc1nnc(-c2cccnc2)n1C1CCCCC1)NC1CCCCCC1 the results were FUS suppressor 4%.
Screening COCCCNC(=O)C[C@H]1C[C@@]2(C(=O)OC)C(=C[C@H](C(C)C)O[C@@H]2C2CC2)N(Cc2cccc3ccccc23)C1=O returned FUS suppressor inconclusive.
CC(=O)O[C@@H]1CCC[C@@]2(C(=O)N(Cc3ccccc3)c3ccc(-c4c(C)noc4C)cc32)[C@H]1NC(=O)CCc1ccccc1 was read as FUS suppressor inconclusive.
`O=C(NCCc1c[nH]c2ccccc12)OCc1cn(-c2c(F)cccc2F)nn1` gave FUS suppressor 8%.
For CCOC(=O)C1(Cc2ccccc2)CCN(Cc2ccccc2OC)CC1 the results were FUS suppressor 1%.
`C[C@@H]1[C@@H](c2ccccc2)OC(O)([C@H](Cc2ccccc2)NC(=O)OC(C)(C)C)CN1C` (stereo partly drawn) gave FUS suppressor 1%.
Screening O=C(Nc1ccc(Br)cc1)OC1CC2CC1[C@H]1CCCCN1C2 (stereo partly drawn) returned FUS suppressor -9%.
Screening CC(C)C(=O)N[C@H]1[C@H](O)CCC[C@]12C(=O)N(Cc1ccccc1)c1ccccc12 returned FUS suppressor 5%.
For COC(=O)[C@]12C[C@H](CC(=O)NCCC(C)C)C(=O)N(CCc3ccc(OC)c(OC)c3)C1=C[C@H](COCc1ccccc1)O[C@@H]2C the results were FUS suppressor inconclusive.
`CCCCNC(=O)C[C@@H]1C[C@]2(C(=O)OCC)CCC3=C2N(CCC3)C1=O` gave FUS suppressor 13%.
`COC(=O)[C@]12C[C@H](CC(=O)NCC34CC5CC(CC(C5)C3)C4)C(=O)N(Cc3ccc(Cl)cc3Cl)C1=C[C@H](C(C)(C)C)O[C@@H]2C` gave FUS suppressor 23%.
For CC1=C2N=C(N)N(Cc3ccccc3)C(Cc3ccccc3)C2n2c(=O)n(-c3ccccc3)c(=O)n2C1 (stereo not drawn) the results were FUS suppressor inconclusive.

Three entries picked at random from those above:
For COC(=O)[C@H](C(C)C)N1CCc2nnn(Cc3ccccc3)c2-c2cc(F)ccc2S1(=O)=O the results were FUS suppressor 24%.
Screening COCCCNC(=O)C[C@H]1C[C@@]2(C(=O)OC)C(=C[C@H](C(C)C)O[C@@H]2C2CC2)N(Cc2cccc3ccccc23)C1=O returned FUS suppressor inconclusive.
`COCC#Cc1ccc(CC[C@H]2O[C@H]3CC[C@@H](CO)O[C@H]3C[C@H]2n2cc(C(C)(C)O)nn2)cc1` gave FUS suppressor 24%.

(cont.)
`COC(=O)C1CN(Cc2ccc(C)cc2)CCS(=O)(=O)N1Cc1cn(Cc2ccc(Cl)cc2)nn1` (stereo not drawn) gave FUS suppressor inconclusive.
`CC(C)CN1C(=O)C[C@]2(C(=O)N(C)c3ccc(NC(=O)C(C)(C)C)cc32)C1c1ccccc1` (stereo partly drawn) gave FUS suppressor 13%.
`COc1cccc(NC(=O)Nc2c(-c3ccc(C(F)(F)F)cc3)nc3ncccn23)c1` gave FUS suppressor 15%.
Screening O=C(CSc1nnc(-c2ccccn2)n1-c1ccccc1)Nc1ccc(OCc2ccccc2)cc1 returned FUS suppressor 37%.
`COC(=O)[C@]1(CNC(=O)NCCc2ccc(OC)c(OC)c2)CC(=O)N(C)[C@@H]1c1ccccc1` gave FUS suppressor -2%.
For C=CCNC(=O)CSc1nc2c(c(=O)[nH]1)CCCC2 the results were FUS suppressor 2%.
Screening COCCCN1C(=O)[C@H](CC(=O)N2CCN(C(=O)C3CC3)CC2)[C@]2(C(=O)OC)CCCCC=C12 returned FUS suppressor -13%.
For CN(Cc1ccc(F)cc1)C(=O)c1cccc2c1C(=O)N(Cc1cccnc1)C2 the results were FUS suppressor 3%.
Cc1cc(C(=O)O[C@H]2CCC[C@]3(C(=O)N(Cc4ccccc4)c4ccccc43)[C@H]2NC(=O)CCc2ccccc2)no1 was read as FUS suppressor 5%.
For CCCCNS(=O)(=O)/C=C/c1ccccc1CNC(=O)OC(C)(C)C the results were FUS suppressor 6%.
Screening COc1ccc(S[C@]2(C(=O)N3CCOCC3)CC(=O)N(c3ccccc3)[C@@H]2c2ccc(OC)cc2)cc1 returned FUS suppressor inconclusive.
`COC(=O)[C@]12C[C@H](CC(=O)NCCC(C)C)C(=O)N(Cc3cccc4ccccc34)C1=C[C@H](COCc1ccccc1)O[C@@H]2C` gave FUS suppressor inconclusive.
Cc1onc(C(=O)N2CCN(C(c3ccccc3)c3ccccc3)CC2)c1Br was read as FUS suppressor 11%.
O=C(N1CCc2ccccc2C1)n1cc(C(O)(c2ccccc2)c2ccccc2)nn1 was read as FUS suppressor 39%.
Screening COCCCNC(=O)CSc1nnc(-c2ccncc2)n1-c1ccc(OC)cc1 returned FUS suppressor 5%.
`CC(C)(C)c1ccc(-c2nnc(SCC(=O)Nc3ccccc3-c3ccccc3)n2Cc2ccco2)cc1` gave FUS suppressor inconclusive.
Screening C=CCNCc1ccc(OC)cc1OC returned FUS suppressor 4%.
For C=CCN(C(=O)[C@@H](C)[C@@H](O)c1ccc(Cl)cc1)c1ccccc1 the results were FUS suppressor 20%.
For COc1ccc(Cn2ccc3ccc(-c4ccc5ccn(C(=O)c6ccc(C)cc6)c5c4)cc32)cc1 the results were FUS suppressor 31%.
CC(=O)c1cc(-c2ccc(Cl)c(C(F)(F)F)c2)c(=O)n2c1CCC2 was read as FUS suppressor 27%.

A draw from above in order of heavy-atom count, low to high.
Screening C=CCNCc1ccc(OC)cc1OC returned FUS suppressor 4%.
CC(=O)c1cc(-c2ccc(Cl)c(C(F)(F)F)c2)c(=O)n2c1CCC2 was read as FUS suppressor 27%.
Screening COCCCNC(=O)CSc1nnc(-c2ccncc2)n1-c1ccc(OC)cc1 returned FUS suppressor 5%.
O=C(N1CCc2ccccc2C1)n1cc(C(O)(c2ccccc2)c2ccccc2)nn1 was read as FUS suppressor 39%.
For COc1ccc(Cn2ccc3ccc(-c4ccc5ccn(C(=O)c6ccc(C)cc6)c5c4)cc32)cc1 the results were FUS suppressor 31%.
Screening COc1ccc(S[C@]2(C(=O)N3CCOCC3)CC(=O)N(c3ccccc3)[C@@H]2c2ccc(OC)cc2)cc1 returned FUS suppressor inconclusive.
`COC(=O)[C@]12C[C@H](CC(=O)NCCC(C)C)C(=O)N(Cc3cccc4ccccc34)C1=C[C@H](COCc1ccccc1)O[C@@H]2C` gave FUS suppressor inconclusive.

Next section:
For O=C(COCc1ccncc1)N1CCN(c2ccc(F)cc2Cl)CC1 the results were FUS suppressor -5%.
Screening CCCC(=O)N1CCC[C@]2(CC[C@H](CCC(=O)OCC)O2)C1 returned FUS suppressor -4%.
Screening COC(=O)c1cccc(Cn2ccc3ccc(-c4ccc5ccn(C(=O)c6ccccc6OC)c5c4)cc32)c1 returned FUS suppressor 32%.
For CCCC[C@H]1C2CC(OC(=O)NCc3ccc(Cl)cc3)C(C2)[C@H]2CCCCN21 (stereo partly drawn) the results were FUS suppressor -4%.
For O=C1c2ccccc2-c2ccc(P(=O)(O)O)cc21 the results were FUS suppressor -8%.
CC(C)C[C@@H]1COc2cc(Br)ccc2S(=O)(=O)N1Cc1cn(CCC2OCCO2)nn1 was read as FUS suppressor -19%.
For COc1ccc(CN2CN3Cc4cc(F)ccc4C3CS2(=O)=O)cc1 (stereo not drawn) the results were FUS suppressor -15%.
Screening COC(=O)c1ccc(Cn2ccc3ccc(-c4ccc5ccn(C(=O)c6cccc(OC)c6)c5c4)cc32)cc1 returned FUS suppressor inconclusive.
Screening CCCCCCCCN1C(=O)[C@@H](CC(=O)N2CCSCC2)C[C@@]2(C(=O)OC)C1=C[C@H](C(C)C)O[C@@H]2C1CC1 returned FUS suppressor 4.5µM*.
For O=C(c1ccc(Cl)cc1)N1CCC(Oc2cccnc2)CC1 the results were FUS suppressor 10%.
Screening Cc1[nH]cnc1/C=N\NC(=O)c1cccc(S(=O)(=O)N(C)C)c1 returned FUS suppressor 7%.
Screening CCCCN1CN2Cc3ccccc3C2CS1(=O)=O (stereo not drawn) returned FUS suppressor 4%.
`O=C(NCCc1ccccc1F)c1ccc(Sc2ccccc2Cl)c([N+](=O)[O-])c1` gave FUS suppressor -15%.
CC(=O)C1(C(=O)NCc2ccccc2)CC(c2ccccc2C(F)(F)F)=NO1 (stereo not drawn) was read as FUS suppressor 34%.
For COc1ccc2c(c1)Sc1ccc(Cl)cc1N2 the results were FUS suppressor 19%.
Screening S=C(Nc1ccc(Cl)cc1)OC1CCC12CCC(c1ccccc1)CC2 (stereo not drawn) returned FUS suppressor 15%.
CCN(C(=O)[C@@H](C)[C@@H](O)c1ccc(Cl)cc1)c1ccccc1 was read as FUS suppressor 5%.
`CCCCNC(=O)C[C@H]1C[C@@]2(C(=O)OC)C(=C[C@H](C(C)(C)C)O[C@@H]2C)N(Cc2ccc(Cl)cc2Cl)C1=O` gave FUS suppressor inconclusive.
Cc1cccc(NC(=O)CSc2nnc(SCc3ccc(Cl)cc3)s2)c1 was read as FUS suppressor 5%.
Screening CC(C)(C)c1ccc(S(=O)(=O)N2CCC(C(=O)NCCC3=CCCCC3)CC2)cc1 returned FUS suppressor 20%.
For O=C(CNCc1ccccc1[N+](=O)[O-])N1CCC2(CC1)OCCO2 the results were FUS suppressor 0%.
`CC(C)C[C@H]1COc2cccc(F)c2S(=O)(=O)N1Cc1cn(CC2CCCCC2)nn1` gave FUS suppressor -6%.
`O=C(C1CCCN1S(=O)(=O)c1ccccc1)N1CCc2ccccc2C1` (stereo not drawn) gave FUS suppressor -3%.
`CCCCOCCCNC(=O)C[C@H]1C[C@@]2(C(=O)OC)C(=C[C@H](C(C)(C)C)O[C@@H]2C)N(Cc2cccc3ccccc23)C1=O` gave FUS suppressor inconclusive.
C[C@@H]1[C@@H](O)C[C@@]2(CC(=O)c3ccccc3O2)O[C@H]1c1ccccc1 was read as FUS suppressor 0%.
For COC(=O)[C@H](Cc1ccccc1)NP(=O)(OC)[C@@H](C)NC(=O)OCc1ccccc1 (stereo partly drawn) the results were FUS suppressor 22%.

These rows are one share of the data; count on the stated rates, not on these rows.
